HTR2A ag – mouse Htr2a agonists via beta-arrestin recruitment, primary screen, cell-based, luminescence; 5-hydroxytryptamine receptor 2A (Mus musculus), P35363; CHO-K1 mHTR2A beta-arrestin complementation; percent of 30 µM serotonin response; activation, % at 7.6 µM; actives 0.66% (n = 360,000);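 active means activation above a run cutoff, the mean activation of all tested compounds plus 3 SD, cut at about 14% in these data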;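 further: 0% = plate median of compound wells and 100% = 30 µM serotonin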
H9c2 protect – cardioprotection against H2O2-induced cell death, primary screen, uHTS, H9c2 cells, ATPLite luminescence; protection from H2O2 cell death, % at 20 µM; AID 588492, 2011; actives 0.63% (n = 360,000); H9c2 cardiomyocytes, H2O2 injury protection, 2 h;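 active means compounds giving at least 50% protection of heart cells from peroxide-induced death in the single-dose screen, raw or plate-pattern-corrected value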;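 further: 0% = DMSO wells with peroxide and 100% = DMSO wells without peroxide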
N-glyco inh – increase of ERlucT glycosylation luciferase signal, primary screen, N-linked glycosylation inhibitor project, D54 ERlucT cells, luminescence, set 2; D54 ERlucT glycosylation luciferase reporter, 24 h; percent of 100 nM tunicamycin response; reporter increase, % at 12.5 µM; actives 0.23% (n = 360,000); AID 588692, 2011;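 active means mean luciferase reporter signal, scaled so untreated is 0 and the glycosylation-blocking control 100, at or above a set limit in every replicate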;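 further: luciferase carries N-glycosylation sites so blocking glycosylation raises the light; 0% = median of neutral control wells and 100% = median of 100 nM tunicamycin wells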
ABHD5 PLIN5 PPI – ABHD5-PLIN5 interaction inhibitors, primary screen, cell lysate, split luciferase complementation, luminescence | Perilipin-5 (Homo sapiens) + 1-acylglycerol-3-phosphate O-acyltransferase ABHD5 (Homo … | Split G. princeps luciferase complementation, 4 h | inhibition, % at 4 µM | actives 0.78% (n = 360,000);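 active means inhibition above the mean inhibition across every tested compound plus 3 SD, cut at about 22% in these data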;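 further: 0% = DMSO only wells and the 100% control is not disclosed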
SRC2 inh – inhibition of GAL4-SRC2 driven luciferase reporter, primary screen, SRC2 inhibitor project, cell-based, luminescence. Nuclear receptor coactivator 2 (Homo sapiens), Q15596. actives 0.17% (n = 370,000). inhibition, % at 9 µM. HEK293 GAL4-SRC2 luciferase reporter. AID 651957, 2012;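 active means inhibition above the mean inhibition of all tested compounds plus 3 SD, set per campaign, cut at about 52% in these data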;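 further: 0% = DMSO treated cells and 100% = cells given Gossypol at 36 µM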
Target sequence (Q15596 whole entry, looked up, the tested form may be a part): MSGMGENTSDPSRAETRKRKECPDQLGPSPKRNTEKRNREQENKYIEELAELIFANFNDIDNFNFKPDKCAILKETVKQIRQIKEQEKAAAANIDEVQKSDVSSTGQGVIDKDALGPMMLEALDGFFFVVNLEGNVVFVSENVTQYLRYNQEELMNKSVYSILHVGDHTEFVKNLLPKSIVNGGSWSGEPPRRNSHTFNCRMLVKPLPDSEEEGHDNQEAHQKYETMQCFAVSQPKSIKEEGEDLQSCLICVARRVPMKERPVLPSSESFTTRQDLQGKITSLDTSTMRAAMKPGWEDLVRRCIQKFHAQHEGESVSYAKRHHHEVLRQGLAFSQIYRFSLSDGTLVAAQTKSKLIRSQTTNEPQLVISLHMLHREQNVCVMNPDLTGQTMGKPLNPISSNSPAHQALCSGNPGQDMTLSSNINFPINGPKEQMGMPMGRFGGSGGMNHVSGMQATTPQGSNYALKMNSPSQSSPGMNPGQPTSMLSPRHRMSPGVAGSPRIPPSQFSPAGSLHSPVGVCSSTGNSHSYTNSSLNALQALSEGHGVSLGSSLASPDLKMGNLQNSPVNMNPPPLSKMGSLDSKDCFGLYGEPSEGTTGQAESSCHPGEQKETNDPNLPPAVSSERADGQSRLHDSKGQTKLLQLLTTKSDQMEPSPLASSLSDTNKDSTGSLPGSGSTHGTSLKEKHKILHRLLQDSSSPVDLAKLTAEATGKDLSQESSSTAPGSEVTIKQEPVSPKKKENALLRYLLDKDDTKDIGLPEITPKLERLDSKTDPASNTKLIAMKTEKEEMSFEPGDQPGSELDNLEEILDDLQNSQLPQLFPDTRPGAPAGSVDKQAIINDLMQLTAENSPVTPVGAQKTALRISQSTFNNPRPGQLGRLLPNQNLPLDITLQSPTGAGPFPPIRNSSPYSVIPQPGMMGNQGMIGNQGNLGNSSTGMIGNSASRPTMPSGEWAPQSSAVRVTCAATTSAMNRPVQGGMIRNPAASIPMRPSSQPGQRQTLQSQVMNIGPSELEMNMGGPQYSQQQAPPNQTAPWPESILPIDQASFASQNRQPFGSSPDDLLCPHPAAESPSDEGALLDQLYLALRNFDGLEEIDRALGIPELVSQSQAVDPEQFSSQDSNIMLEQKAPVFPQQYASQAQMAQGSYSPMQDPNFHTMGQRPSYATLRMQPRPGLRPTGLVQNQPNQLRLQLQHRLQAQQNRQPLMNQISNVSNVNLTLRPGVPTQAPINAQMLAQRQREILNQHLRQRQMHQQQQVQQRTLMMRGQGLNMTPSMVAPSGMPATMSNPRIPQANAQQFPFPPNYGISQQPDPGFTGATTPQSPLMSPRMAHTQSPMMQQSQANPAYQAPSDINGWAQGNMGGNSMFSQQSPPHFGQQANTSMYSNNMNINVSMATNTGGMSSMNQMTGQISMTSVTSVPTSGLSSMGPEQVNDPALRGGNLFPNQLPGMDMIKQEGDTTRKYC
ABCB6 inh 2 – ABCB6 transporter inhibitors, primary screen, K562-ABCB6 cells, flow cytometry, MLPCN library; AID 602162, 2011; K562-ABCB6 porphyrin accumulation, 1 h; stronger effect = lower value; ATP-binding cassette sub-family B member 6 (Homo sapiens), Q9NP58; actives 0.19% (n = 360,000); fluorescence ratio to DMSO, % at 10 µM;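 active means fluorescence ratio to DMSO below 75%, the collection mean minus 3 SD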;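 further: signal is porphyrin accumulated inside mitochondria; 100% equals median channel fluorescence of DMSO control wells; lower ratio means ABCB6 inhibition with less porphyrin fluorescence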
MC4R barr agon – MC4R agonists recruiting beta-arrestin, primary screen, cell-based, luminescence, agonist arm of biased-ligand search. Melanocortin receptor 4 (Homo sapiens), P32245. AID 540308, 2011. activation, % at 8.9 µM. actives 0.98% (n = 360,000). U2OS MC4R beta-arrestin complementation; percent of melanotan II response, DMSO zero;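 active means activation above a per-plate cutoff, the mean activation of sample wells on that plate plus 3 SD, cut at about 8% in these data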
NOD2 RIPK2 PPI – NOD2-RIPK2 binding disruptors in cells, primary screen, fluorescence, CHO cells, BLA complementation | Receptor-interacting serine/threonine-protein kinase 2 (Homo sapiens), O43353 | CCF4 ratio | inhibition, % at 4.98 µM | actives 0.38% (n = 360,000) | AID 624267, 2012; in the data active means inhibition above about 21%;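 further: 0% = vehicle only and 100% = reference blocker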
TLR9-MyD88 block – inhibitors of TLR9-MyD88 association in cells, primary screen, cell-based, CHO, BLA complementation, fluorescence; AID 504734, 2011; actives 0.21% (n = 340,000); CCF4 FRET ratio; Toll-like receptor 9 (Homo sapiens) + Myeloid differentiation primary response protein …; inhibition, % at 4.98 µM;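 active means inhibition above the mean over all tested compounds plus 3 SD, cut at about 21% in these data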;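 further: 0% = DMSO only wells and 100% = clavulanate BLA inhibitor control wells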
MC4R antag cAMP – MC4R antagonists of cAMP signaling, primary screen, cell-based, TR-FRET, antagonist arm of biased-ligand search; actives 0.48% (n = 360,000); Melanocortin receptor 4 (Homo sapiens), P32245; inhibition, % at 6.5 µM; MC4R-expressing cells, MTII-stimulated cAMP, LANCE TR-FRET;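 active means inhibition above its plate's cutoff, the mean of tested wells on that plate plus 3 SD, cut at about 29% in these data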;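 further: 0% = Melanotan II alone and 100% = Melanotan II plus saturating MCL0020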
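material = U2OS cells stably expressing human melanocortin 4 receptor (MC4R) | also added = Melanotan II challenge | dosing = single nominal compound dose of 6.5 µM | detection = TR-FRET with Eu-cAMP and labeled anti-cAMP, 671 nm | replication = singlicate | timing = compound 30 min, challenge 1 h, detection 1 h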
Starred values were filed as active, the others as inactive; · = no result given. An excerpt (hit frequency here may not be typical).

SMILES	HTR2A ag	H9c2 protect	N-glyco inh	ABHD5 PLIN5 PPI	SRC2 inh	ABCB6 inh 2	MC4R barr agon	NOD2 RIPK2 PPI	TLR9-MyD88 block	MC4R antag cAMP
COCCCNC(=O)c1cccc2c(-c3cccc(C(N)=O)c3)coc12	-1	5	6	6	-23	102	-1.8	-15	·	18
CCOC(=O)CC1(C)Oc2cc(Cl)ccc2N1S(=O)(=O)c1ccc(C)cc1 (configuration not stated)	-5	·	·	-8	11	·	·	-4	·	·
COc1ccc(NCc2ccc([N+](=O)[O-])s2)c(OC)c1	1	2	18	-11	17	106	-1.7	3	7	0
Cc1ccc(S(=O)(=O)Nc2ccc3c(c2)OCCO3)c(C)c1NS(C)(=O)=O	-3	-6	-1	-2	15	98	-0.3	-1	0	12
Cc1ccc(C(C)C)c(OCc2ccc(C(=O)N/N=C/c3cccc(O)c3O)cc2)c1	-1	41	-11	-12	73*	93	7.6	2	-6	3
NC(=O)COC(=O)c1cc(-c2cccs2)nn1-c1ccccc1	4	-2	3	2	-13	94	-2.0	-5	-18	7
COc1ccc(NC(=O)COC(=O)c2ccncc2)c(OC)c1	-1	2	3	-6	4	100	-1.7	2	0	0
CCS(=O)(=O)N1Cc2ccccc2CC1C(=O)OCC(=O)Nc1ccc(C)cc1 (configuration not stated)	0	6	-1	-8	-15	96	-1.2	-7	1	-5
O=C(c1ccc(Br)o1)N1CCN(c2ccccn2)CC1	4	2	1	-3	-20	100	0.1	7	-1	-3
O=C(/C=C/c1ccccc1)NCCS(=O)(=O)N1CCN(c2ccc(F)cc2)CC1	-7	-8	-2	-6	4	103	1.0	3	2	2
c1ccc(C2=Nn3c(nnc3-c3ccco3)SC2)cc1	-4	4	3	-7	10	96	-1.4	-4	-5	24
O=C(NNC(=O)c1cccs1)c1ccc(Cl)c(S(=O)(=O)N2CCCC2)c1	0	-4	1	10	-2	94	-0.1	-14	-2	15
N/C(=N\OC(=O)c1ccccc1)c1ccncc1	6	1	3	1	-134	100	0.3	-13	-6	6
O=C(Nc1ccc2nc3n(c(=O)c2c1)CCCC3)c1cccc([N+](=O)[O-])c1	4	9	-2	3	-39	98	-0.8	-1	-11	5
COc1cccc(/C(O)=C/c2nc3ccc(C(=O)NCCc4cccc(C)c4)cc3[nH]c2=O)c1	-2	38	-9	9	-11	122	2.1	7	-10	8
CCOC(=O)c1c(C)[nH]c(C(=O)N2CCC(C(=O)OCC)CC2)c1C	10	-4	·	2	-1	98	-2.2	-4	4	8
COc1ccc(C(=O)N/N=C(\C)CC(=O)Nc2ccc(Cl)cn2)cc1	-6	0	1	14	-28	102	-1.4	-5	-2	6
CN1CCN(C(=O)CNC(=O)c2cccs2)CC1	-4	-1	-1	-5	-42	101	-1.2	-8	-3	5
Cc1cccc(C(=O)NCC(=O)OCC(=O)c2ccc(C)s2)c1	-6	4	0	-6	-12	99	0.8	-16	-7	27
O=C(O)CNc1ncccc1[N+](=O)[O-]	1	8	4	0	11	96	0.3	-3	2	5
CCOC(=O)N(C)C[C@@H]1OCc2cnnn2CCCC(=O)N([C@@H](C)CO)C[C@@H]1C	-4	-10	0	-6	-6	104	0.1	-8	-2	8
CCN(CC)c1c(C)nc2ccc(C(=O)N3CCN(C(=O)c4ccco4)CC3)cn12	3	1	1	-3	22	87	-2.2	-2	·	-3
COc1ccc(N2C(=O)CC(Nc3ccc(N4CCOCC4)cc3)C2=O)c(OC)c1 (configuration not stated)	1	1	3	-8	-42	90	-1.4	5	-8	-1
CC(=O)c1cccc(NC(=O)CN(C)S(=O)(=O)c2ccc3c(c2)CCC(=O)N3)c1	-5	7	3	1	·	101	-0.9	8	4	0
COc1ccc(C(=O)CCc2nc3ccccc3s2)cc1	-2	7	-3	-4	-1	86	-2.6	-17	1	5
Cc1[nH]nc(S(=O)CC(=O)O)c1[N+](=O)[O-] (configuration not stated)	0	-4	-4	-1	7	98	1.6	-10	-2	31*
Cc1ccc(C(=O)NCC(C)NC(=O)c2ccc(C)c(C)c2)cc1C (configuration not stated)	-3	-3	-2	-5	11	99	-1.8	-3	-2	2
Cc1ccc(-c2nsc(SCC(=O)NCC3CCCO3)n2)cc1 (configuration not stated)	-2	-4	1	7	-8	84	0.0	-9	-3	8
COc1ccc(-c2n[nH]c(=S)n2C2CCCCC2)cc1	-1	-3	-1	-3	-11	106	-1.8	-2	4	9
O=C1C(C=Nc2ccccc2)=C(O)c2ccccc21	0	-34	-5	-19	-12	71*	-1.7	0	2	0
Cc1cc(C)n(-c2nc3ccccc3nc2NCCc2ccccc2)n1	-5	-15	-2	9	-29	100	0.5	-7	4	13
COC(=O)CCCC(=O)OC	2	0	3	-10	-18	101	2.3	1	-12	5
Cc1ccc(C(=O)CN2C(=O)NC3(CCOc4ccccc43)C2=O)s1 (configuration not stated)	-4	5	2	8	-34	106	-2.0	-4	5	7
CC1(c2ccccc2Cl)NC(=O)N(CC(=O)Nc2ccccc2OC(F)F)C1=O (configuration not stated)	12	-1	2	-4	-5	98	-0.4	13	-17	2
O=C(NCC(c1cccnc1)N1CCN(c2ccc(F)cc2)CC1)c1cccc(Cl)c1 (configuration not stated)	-5	9	-1	0	24	96	-2.2	-1	0	-4
COc1cc(/C=C/C(=O)O)cc(S(=O)(=O)Nc2ccccc2C(=O)NCc2ccco2)c1OC	2	6	0	4	-4	93	0.2	0	-9	1
COc1cc(/C=N/NC(=O)c2cccnc2)ccc1OC(=O)c1ccc2c(c1)OCO2	-1	5	·	2	26	101	0.8	-6	-3	3
COc1ccc(N2CCN(C3CCCCC3NS(=O)(=O)c3ccc(Cl)cc3)CC2)cc1 (configuration not stated)	-3	-2	-9	-1	-4	95	-1.1	4	-6	-1
COc1ccc(OCCC(=O)OCC(=O)Nc2cccc(S(=O)(=O)N3CCOCC3)c2)cc1	-1	-4	1	-2	-10	97	-1.3	-11	-4	-1
O=C(CNS(=O)(=O)c1cccc(Br)c1)NCCCc1ccccc1	-6	0	1	-1	15	91	-3.8	1	0	6
CCCOc1ccc(-c2nc(C#N)c(N3CCN(CC)CC3)o2)cc1	-4	2	0	5	6	100	1.8	-12	-11	-1
O=C(NC1CC1)c1sc2cc([N+](=O)[O-])ccc2c1Cl	-3	-3	-1	1	-46	94	-1.8	4	-6	6
COC(=O)c1cnc(Nc2nc(C(N)Cc3ccc(OC)cc3)cs2)nc1C(F)(F)F (configuration not stated)	-1	12	2	-2	-5	96	1.6	4	·	-8
COC(=O)CCCC(=O)N1CCC(n2nccc2NC(=O)CCOc2ccccc2)CC1	6	-1	3	0	-3	101	-4.1	2	2	12
CC(=O)Nc1ccc(OCc2cccc3ccccc23)cc1	-1	-13	-7	-8	23	99	2.2	4	-1	20
Cc1cc(C(=O)N/N=C/c2ccc(Br)o2)n[nH]1	4	-3	0	2	-24	97	-1.9	-6	6	1
O=C(/C(=C/c1cccc(Cl)c1)c1nc2ccccc2[nH]1)c1ccccc1	-8	-18	7	23*	-24	104	0.8	-2	-6	10
CCC(C)(C)NC(=O)C(c1ccc(C)cc1)N(CC1CCCO1)C(=O)CCC(=O)Nc1ccccn1 (configuration not stated)	-6	5	-2	-2	-14	99	-0.8	0	-1	10
CCCNC(=O)c1c(CSc2ccc(Cl)cc2)noc1C(=O)NCc1ccccc1	-2	-6	-3	-10	-5	91	0.2	-1	-2	11
O=c1[nH]nc(Cc2ccc([N+](=O)[O-])cc2)c2ccccc12	-2	64*	2	1	-27	99	0.2	-22	6	13
CC(C#N)(Cc1ccccc1)Nc1ccccc1 (configuration not stated)	-1	5	-1	-8	-55	98	0.4	-2	-4	17
O=c1c2ccccc2oc2cc(NCCCN3CCOCC3)ccc12	-1	4	-5	7	-66	91	-1.8	1	-4	1

Entries listed so far that have an NH in an aromatic ring (seven):
SMILES	HTR2A ag	H9c2 protect	N-glyco inh	ABHD5 PLIN5 PPI	SRC2 inh	ABCB6 inh 2	MC4R barr agon	NOD2 RIPK2 PPI	TLR9-MyD88 block	MC4R antag cAMP
COc1cccc(/C(O)=C/c2nc3ccc(C(=O)NCCc4cccc(C)c4)cc3[nH]c2=O)c1	-2	38	-9	9	-11	122	2.1	7	-10	8
CCOC(=O)c1c(C)[nH]c(C(=O)N2CCC(C(=O)OCC)CC2)c1C	10	-4	·	2	-1	98	-2.2	-4	4	8
Cc1[nH]nc(S(=O)CC(=O)O)c1[N+](=O)[O-] (configuration not stated)	0	-4	-4	-1	7	98	1.6	-10	-2	31*
COc1ccc(-c2n[nH]c(=S)n2C2CCCCC2)cc1	-1	-3	-1	-3	-11	106	-1.8	-2	4	9
Cc1cc(C(=O)N/N=C/c2ccc(Br)o2)n[nH]1	4	-3	0	2	-24	97	-1.9	-6	6	1
O=C(/C(=C/c1cccc(Cl)c1)c1nc2ccccc2[nH]1)c1ccccc1	-8	-18	7	23*	-24	104	0.8	-2	-6	10
O=c1[nH]nc(Cc2ccc([N+](=O)[O-])cc2)c2ccccc12	-2	64*	2	1	-27	99	0.2	-22	6	13

Compound activity from PubChem.
